Source: PubChem
KDM5B inh – Primary screen for KDM5B Histone Demethylases FDH-coupled qHTS. Lysine-specific demethylase 5B (Homo sapiens), Q9UGL1. KDM5B demethylase, FDH-coupled NADH fluorescence (FDH is formaldehyde dehydrogenase). Potency, µM (highest dose often 57.7 µM), without a hit: at the highest dose activity change, negative = inhibition, hits mostly inhibitors. actives 2.6% (n = 220,000); active means well fitted inhibition curve with a large enough effect; inconclusive means small, poorly fitted or top-dose-only effect; inactive means no such curve, though single readings can be large or run the other way; further: 0% is about no effect; nearly all actives have a fitted effect of over 70% in size
Target sequence (Q9UGL1 whole entry, looked up): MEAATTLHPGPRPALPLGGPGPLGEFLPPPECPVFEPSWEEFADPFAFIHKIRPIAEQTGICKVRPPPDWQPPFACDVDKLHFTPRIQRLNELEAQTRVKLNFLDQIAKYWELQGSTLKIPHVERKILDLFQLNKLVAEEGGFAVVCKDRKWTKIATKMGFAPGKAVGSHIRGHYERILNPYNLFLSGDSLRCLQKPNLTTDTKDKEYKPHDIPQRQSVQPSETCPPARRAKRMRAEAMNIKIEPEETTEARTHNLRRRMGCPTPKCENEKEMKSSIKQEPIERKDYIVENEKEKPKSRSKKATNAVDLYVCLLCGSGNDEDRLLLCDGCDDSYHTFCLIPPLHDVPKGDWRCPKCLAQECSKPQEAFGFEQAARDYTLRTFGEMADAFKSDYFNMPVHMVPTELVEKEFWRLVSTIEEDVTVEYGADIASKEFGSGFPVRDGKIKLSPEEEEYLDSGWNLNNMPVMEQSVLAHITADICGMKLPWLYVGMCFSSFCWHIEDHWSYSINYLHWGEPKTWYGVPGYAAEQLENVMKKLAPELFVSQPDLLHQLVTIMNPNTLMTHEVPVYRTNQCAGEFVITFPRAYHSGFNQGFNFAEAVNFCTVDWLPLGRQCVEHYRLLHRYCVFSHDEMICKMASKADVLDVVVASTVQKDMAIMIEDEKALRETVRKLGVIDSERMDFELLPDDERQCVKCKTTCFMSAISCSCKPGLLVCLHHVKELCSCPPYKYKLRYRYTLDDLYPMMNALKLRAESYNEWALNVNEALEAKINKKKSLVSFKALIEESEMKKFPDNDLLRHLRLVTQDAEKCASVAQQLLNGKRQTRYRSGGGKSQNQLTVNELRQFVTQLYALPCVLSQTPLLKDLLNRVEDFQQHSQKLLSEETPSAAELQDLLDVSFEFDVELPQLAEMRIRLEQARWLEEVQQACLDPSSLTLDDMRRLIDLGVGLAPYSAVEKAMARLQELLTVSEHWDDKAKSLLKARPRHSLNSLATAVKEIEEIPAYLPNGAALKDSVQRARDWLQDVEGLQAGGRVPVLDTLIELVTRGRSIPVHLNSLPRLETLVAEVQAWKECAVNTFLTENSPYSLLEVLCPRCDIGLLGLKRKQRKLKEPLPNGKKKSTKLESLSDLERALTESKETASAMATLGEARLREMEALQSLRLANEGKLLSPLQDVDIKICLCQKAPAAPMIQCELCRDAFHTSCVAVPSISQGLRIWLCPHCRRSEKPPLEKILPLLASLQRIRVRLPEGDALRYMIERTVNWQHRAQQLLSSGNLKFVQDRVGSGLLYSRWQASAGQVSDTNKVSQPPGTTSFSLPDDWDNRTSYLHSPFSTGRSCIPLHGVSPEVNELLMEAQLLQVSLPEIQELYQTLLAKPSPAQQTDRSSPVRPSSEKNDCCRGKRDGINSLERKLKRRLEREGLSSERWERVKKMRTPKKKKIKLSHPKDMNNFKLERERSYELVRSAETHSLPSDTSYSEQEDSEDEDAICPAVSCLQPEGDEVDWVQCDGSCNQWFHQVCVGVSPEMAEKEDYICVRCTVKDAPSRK
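Compound dilutions met 200 nM (final) KDM5BΔAP for 10 min at room temperature before substrate addition. The substrate mix held 12.5 µM H3K4me3 with cofactors 25 µM α-ketoglutarate and 50 µM Fe²⁺. NADH signal gain over 30 min defined activity.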
Active calls of the source: *; ? = inconclusive. Potency means the concentration at half of the fitted maximal effect. The list is partial. The share of hits here may be higher or lower than overall.

SMILES	KDM5B inh
Cc1nc(SC2=CS(=O)(=O)c3ccccc32)oc1C	?
COc1ccc(N2CCN(Cc3nc(-c4ccc(C)cc4)no3)CC2)cc1	?
CCc1ccc(N(C2C=CS(=O)(=O)C2)S(=O)(=O)c2ccc(C)cc2)cc1 (stereo unspecified)	21%
Cn1c(N)c(C(=O)CSc2ccc3ccccc3n2)c(=O)n(C)c1=O	10%
CC(C)c1ccc(C(C)NC(=O)/C=C/c2ccccc2F)cc1 (stereo unspecified)	13%
COCCN1Cc2ccc(NCc3ccccc3)nc2C(C)(C(=O)Nc2ccn(C)n2)C1 (stereo unspecified)	35µM*
Nc1nc(N)c(N=Nc2ccc(S(N)(=O)=O)cc2)c(=O)[nH]1	?
COc1cccc(NC(=O)CN(C)CC(=O)NC(=O)NCc2ccccc2)c1	-25%
Cc1ccc(NC(=O)Cn2nc(-c3ccc(Cl)cc3)c3ccccc3c2=O)cc1	-6%
CCCCNC(=O)Cn1c(=O)c2c(ncn2CCC(C)C)n(Cc2ccccc2)c1=O	23%
Cc1ccc(CN(CC(=O)N(C)Cc2ccsc2)C2CC2)cc1	16%
N#Cc1ccc(-c2ccc(OCC(O)CN3CCCCC3)cc2)cc1 (stereo unspecified)	?
COC(=O)c1sccc1S(=O)(=O)N[C@H]1C[C@@H](C(=O)OC)N(C)C1	?
CCc1ccc(CNC(=O)c2ccc(CN3C(=O)CCn4nccc43)cc2)cc1	-9%
COc1ccccc1-c1ccc(C(=O)N2C[C@@H](C)[C@@](C)(O)C2)cc1	?
O=C(NC1CCN(c2cc(-c3ccc(F)cc3)[nH]n2)C1)c1cc2ccccc2[nH]1 (stereo unspecified)	8.9µM*
O=C(c1ccccc1F)N(Cc1ccco1)C1CC1	-3%
O=C(c1ccc(CC2CC(=O)N(c3ccccc3)C2)nc1)N1CCCC1 (stereo unspecified)	-26%
COC(=O)c1c(C)oc(C)c1S(=O)(=O)NCc1ccco1	29%
CCC1CCCN(Cc2nc(N)c3ccccc3n2)C1 (stereo unspecified)	-6%

Retrieved one by one from the list above, 2 records:
SMILES	KDM5B inh
COC(=O)c1sccc1S(=O)(=O)N[C@H]1C[C@@H](C(=O)OC)N(C)C1	?
Cc1nc(SC2=CS(=O)(=O)c3ccccc32)oc1C	?

As entered above:
COc1cccc(NC(=O)CN(C)CC(=O)NC(=O)NCc2ccccc2)c1 in KDM5B inh: -25%
Cc1ccc(NC(=O)Cn2nc(-c3ccc(Cl)cc3)c3ccccc3c2=O)cc1 in KDM5B inh: -6%
CC(C)c1ccc(C(C)NC(=O)/C=C/c2ccccc2F)cc1 (stereo unspecified) in KDM5B inh: 13%
Cc1ccc(CN(CC(=O)N(C)Cc2ccsc2)C2CC2)cc1 in KDM5B inh: 16%

Two entries from above, set out differently.
CCC1CCCN(Cc2nc(N)c3ccccc3n2)C1 (stereo unspecified)
  KDM5B inh = -6%

Cc1nc(SC2=CS(=O)(=O)c3ccccc32)oc1C
  KDM5B inh = ?
